Assay outcomes as filed in PubChem BioAssay.
CIT2-GFP yeast: alters CIT2-GFP fluorescence in TOR pathway yeast screen | S. cerevisiae CIT2-GFP strain, flow cytometry, 3 h; 100 means same as DMSO wells | GFP response vs DMSO, % at 10 µM | actives 0.065% (n = 320,000) | AID 2029;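 active means GFP response relative to DMSO above a set limit, near the screen mean plus 3 SD, cut at about 150% in these data; inconclusive means Fewer than 70 cells measured for a yeast strain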;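 further: ratio of well median GFP fluorescence to mean of DMSO wells on the plate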
LAP4 TOR yeast: yeast TOR pathway LAP4-GFP modulation; actives 0.34% (n = 320,000); S. cerevisiae LAP4-GFP multiplex, flow cytometry GFP, 3 h; median GFP as percent of DMSO wells; AID 2023; GFP response vs DMSO, % at 10 µM;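 active means GFP response vs DMSO above a set limit, about the screen mean plus 3 SD, cut at about 150% in these data; inconclusive means under 70 cell events counted for the yeast strain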
MEP2 TOR yeast: alters MEP2-GFP fluorescence in TOR pathway yeast screen | S. cerevisiae MEP2-GFP strain, flow cytometry GFP, 3 h; 100% = DMSO control level | GFP response vs DMSO, % at 10 µM | actives 0.51% (n = 330,000);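 active means GFP response versus DMSO above a set limit, roughly screen mean plus 3 SD, cut at about 180% in these data; inconclusive means fewer than 70 cells counted for a yeast strain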;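 further: median GFP fluorescence of the barcode-gated MEP2-GFP cells per well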
procasp3 activ: activators of human procaspase-3 | P42574 | actives 0.11% (n = 330,000) | AID 463141 | recombinant procaspase-3 D3A, Ac-DEVD-pNA absorbance 405 nm | activation, % at 8.5 µM;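 active means activation above the mean of all tested compounds plus 3 SD, cut at about 21% in these data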;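 further: 0% = DMSO alone and 100% = DMSO wells spiked with extra 5 µM PC-3 D3A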
Target sequence (P42574 whole entry D9A/D28A/D175A): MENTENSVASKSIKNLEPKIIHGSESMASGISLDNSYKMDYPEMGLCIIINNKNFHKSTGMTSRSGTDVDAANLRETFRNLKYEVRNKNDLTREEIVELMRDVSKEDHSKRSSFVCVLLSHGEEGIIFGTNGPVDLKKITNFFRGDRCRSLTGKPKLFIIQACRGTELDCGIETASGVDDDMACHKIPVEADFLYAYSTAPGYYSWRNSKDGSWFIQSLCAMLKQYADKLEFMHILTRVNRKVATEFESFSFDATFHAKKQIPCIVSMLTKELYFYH
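Test system: Procaspase-3 D3A mutant; medium: Zinc-free HEPES/NaCl buffer with 0.01% Triton X-100 at pH 7.4; reagent: DEVD-pNA substrate; doses: one concentration, 8.5 µM nominal, 0.8% DMSO; times: 1 h preincubation plus 2 h reaction at 25 °C; signal: Epi-absorbance at 405 nm of released p-nitroaniline, 0 and 120 min; replicates: singlicate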
proCasp7 act: counter-screen for procaspase-3 activators: activators of human procaspase-7; actives 0.093% (n = 330,000); recombinant procaspase-7, Ac-DEVD-pNA absorbance 405 nm; D23A/D198A/D206A triple mutant, cannot self-cleave; scale: DMSO 0, 5 µM enzyme 100; P55210; activation, % at 8.5 µM;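 active means percent activation above the screen-wide mean plus 3 SD, cut at about 25% in these data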
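Assay system: Uncleavable procaspase-7 mutant enzyme / Input: 2 µM procaspase-7 mutant as dispensed / Dosing: single nominal 8.5 µM compound dose, 0.8% DMSO final / Timing: 1 h enzyme–compound preincubation and 2 h substrate reaction, both 25 °C / Detection: p-Nitroaniline absorbance at 405 nm, read at 0 and 120 min / Replication: singlicate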
AGP1-GFP MLPCN: modulators of TOR pathway AGP1-GFP in S. cerevisiae. GFP response vs DMSO, % at 10 µM. actives 0.02% (n = 320,000). S. cerevisiae AGP1-GFP multiplex flow cytometry, 3 h; GFP as percent of DMSO wells;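 active means GFP response relative to DMSO above a set limit, near screen average plus 3 SD, cut at about 150% in these data; inconclusive means fewer than 70 cells counted for the yeast strain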;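 further: median GFP channel fluorescence of the gated AGP1 strain per well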
AHR act: activates the human aryl hydrocarbon receptor | P35869 | AID 2796 | actives 2.5% (n = 320,000) | AHR-responsive luciferase reporter cells, luminescence | activation, % at 5 µM; in the data active means activation above about 47%;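 further: 0% = vehicle wells and 100% = reference agonist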
Target sequence (P35869 whole entry, looked up): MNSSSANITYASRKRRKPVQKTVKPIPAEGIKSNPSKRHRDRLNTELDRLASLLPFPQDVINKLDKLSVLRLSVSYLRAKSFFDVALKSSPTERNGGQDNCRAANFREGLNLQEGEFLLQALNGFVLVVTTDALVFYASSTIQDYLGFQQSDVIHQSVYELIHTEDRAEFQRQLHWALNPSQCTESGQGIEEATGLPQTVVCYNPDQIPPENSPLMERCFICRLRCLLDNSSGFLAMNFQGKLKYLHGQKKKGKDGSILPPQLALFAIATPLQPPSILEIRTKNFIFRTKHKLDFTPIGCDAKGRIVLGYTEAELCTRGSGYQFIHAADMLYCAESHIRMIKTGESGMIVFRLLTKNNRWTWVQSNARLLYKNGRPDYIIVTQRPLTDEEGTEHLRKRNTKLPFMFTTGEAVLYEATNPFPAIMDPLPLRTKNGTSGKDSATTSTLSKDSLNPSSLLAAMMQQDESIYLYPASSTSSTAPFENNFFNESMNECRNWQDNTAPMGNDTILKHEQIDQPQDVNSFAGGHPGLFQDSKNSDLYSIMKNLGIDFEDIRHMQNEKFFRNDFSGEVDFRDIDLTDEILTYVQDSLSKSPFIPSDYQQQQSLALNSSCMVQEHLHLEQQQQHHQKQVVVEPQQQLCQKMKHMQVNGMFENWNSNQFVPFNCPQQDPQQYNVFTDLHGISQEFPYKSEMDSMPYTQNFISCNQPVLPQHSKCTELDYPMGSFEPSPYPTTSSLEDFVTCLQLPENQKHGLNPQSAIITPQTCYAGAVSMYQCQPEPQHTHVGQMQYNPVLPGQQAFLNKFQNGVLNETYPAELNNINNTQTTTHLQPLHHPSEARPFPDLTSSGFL
RPL19A TOR yeast: alters RPL19A-GFP fluorescence in TOR pathway yeast screen. S. cerevisiae RPL19A-GFP strain, flow cytometry, 3 h; stronger effect = lower value. actives 0.3% (n = 330,000). percent response vs DMSO, % at 10 µM;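 active means percent response vs DMSO below 50%; inconclusive means fewer than 70 events counted for the yeast strain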;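 further: median channel GFP fluorescence of the barcoded RPL19A-GFP strain; ratio of sample median GFP to plate DMSO average so 100% = DMSO; lower means less RPL19A-GFP as with rapamycin TOR inhibition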
The depositor's hits bear a star; ? = inconclusive; . = not tested or not shown; [ ] = dose if it differs, or a comment.

Every second line gives: CIT2-GFP yeast | LAP4 TOR yeast | MEP2 TOR yeast | procasp3 activ | proCasp7 act | AGP1-GFP MLPCN | AHR act | RPL19A TOR yeast
(1) CC(C)Oc1ccc(C2CC(=O)N(c3ccc(C(=O)O)cc3)C2=O)cc1 (stereo not drawn)
→ 90 | 97 | 95 | -3 | 5 | 99 | -3 | 98
(2) Oc1ccc(N=C/C=C/c2ccc(Br)cc2)cc1-c1nc2ccccc2s1
→ 87 | 96 | 121 | -2 | -6 | 92 | 17 | 99
(3) CCOCCCNC(=O)C(c1ccc(Cl)cc1)N1CCC2(CC1)OCCO2 (stereo not drawn)
→ 110 | 98 | 100 | 4 | 4 | 105 | 1 | 103
(4) O=S1(=O)CC/C(=N/Nc2ccc(C(F)(F)F)cn2)c2cc(F)ccc21
→ 98 | 103 | 95 | -8 | -2 | 107 | 1 | 102
(5) COc1ccc(C(=O)/C=C2/c3ccccc3CC(C)(C)N2C)cc1
→ 90 | 99 | 95 | -13 | -15 | 97 | 18 | 96
(6) Cc1ccc(S(=O)(=O)NCCC(=O)Nc2ccc(Cl)c(Cl)c2)cc1
→ 100 | 90 | 101 | 2 | -5 | 93 | 7 | 101
(7) Cc1ccc(-c2cc(C(=O)N/N=C/c3ccc(Cl)cc3)n[nH]2)o1
→ 93 | 82 | 97 | 6 | 8 | 98 | 14 | 101
(8) COCCNC(=S)N=Nc1c(O)[nH]c2c(C)cc(C)cc12
→ 95 | 100 | 98 | -2 | -5 | 101 | 116* | 97
(9) Cc1nn(Cc2ccccc2)c(C)c1NC(=O)CCCn1nc([N+](=O)[O-])cc1C
→ 100 | 89 | 104 | 8 | 2 | 93 | -1 | 99
(10) Cc1ccc(NC(=O)CCNC(=O)Nc2ccccc2)cc1S(=O)(=O)N(C)C
→ 110 | 98 | 97 | 6 | -4 | 99 | 2 | 101
(11) CCCCn1c(-c2ccc(Br)cc2F)nc2c1c(=O)[nH]c(=O)n2CC(C)C
→ 100 | 107 | 106 | 1 | 9 | 99 | -1 | 104
(12) CC1CCN(S(=O)(=O)c2cccc(S(=O)(=O)N3CCCC3)c2)CC1
→ 104 | 98 | 105 | -10 | 12 | 101 | 1 | 101
(13) CC(C)OP(=O)(c1ccc(N(C)C)cc1)C(O)c1ccncc1 (stereo not drawn)
→ 105 | 110 | 104 | 0 | 0 | 104 | -1 | 103
(14) CCOC(=O)C1=C(SCC(=O)Nc2ccccc2)NC(=O)C(C#N)C12CCCCC2 (stereo not drawn)
→ 98 | 91 | 93 | -2 | 17 | 90 | 0 | 91
(15) NS(=O)(=O)c1ccc(F)c(C(=O)O)c1
→ 99 | 106 | 103 | 7 | -10 | 102 | 1 | 98
(16) CCC(c1nnnn1Cc1ccc(OC)cc1)N(CCCO)Cc1cc2cc3c(cc2[nH]c1=O)OCO3 (stereo not drawn)
→ 109 | 102 | 105 | 2 | 1 | 107 | 27 | 104
(17) COc1ccc(N(CC(=O)Nc2ccccc2C(F)(F)F)C2=NC3CS(=O)(=O)CC3S2)cc1 (stereo not drawn)
→ 96 | 120 | 100 | 0 | -1 | 95 | 0 | 107
(18) CC(C)(C)c1ccc(OCC(=O)O/N=C(\N)c2ccncc2)cc1
→ 99 | 133 | 142 | 3 | -1 | 96 | 7 | 101
(19) Clc1ccccc1N=C1NN=C(c2cccs2)CS1
→ 90 | 155* | 96 | 12 | 4 | 93 | 139* | 92
(20) O=C(O)C1CCCN1S(=O)(=O)c1ccccc1 (stereo not drawn)
→ 98 | 95 | 97 | -9 | -7 | 98 | 0 | 100
(21) CC(C)(C)NC(=O)/C(=C/c1ccco1)c1ccccc1
→ 97 | 108 | 94 | 4 | -7 | 97 | -1 | 100
(22) OCC1CCCN(c2ncnc3scc(-c4ccccc4)c23)C1 (stereo not drawn)
→ 98 | 101 | 98 | 4 | 8 | 101 | 3 | 92
(23) COc1ccc(OC)c(N(CC(=O)N2CCCC2)S(C)(=O)=O)c1
→ 105 | 94 | 106 | 5 | 7 | 101 | -3 | 100
(24) O=C(COC(=O)c1ccccc1OCc1ccccc1Cl)NC1CCS(=O)(=O)C1 (stereo not drawn)
→ 111 | 97 | 104 | 15 | -5 | 102 | -2 | 99
(25) CCc1ccccc1NC(=O)Cn1nc(C(F)(F)F)c2c1CCC2
→ 108 | 107 | 110 | 7 | 8 | 110 | 2 | 103
(26) CCCc1cc(=O)oc2cc(C)cc(O)c12
→ 92 | 108 | 106 | -3 | -6 | 96 | 6 | 96
(27) CC(CN1CCCCC1)OC(=O)Cc1ccc(Cl)cc1 (stereo not drawn)
→ 81 | 93 | 92 | 9 | 0 | 85 | 3 | 86
(28) O=c1oc2ccccc2c(O)c1/C=C1\C=Nc2ccccc21
→ . | 88 | 89 | -7 | -2 | 44 | 30 | 56
(29) CC1CCN(c2ccc(C(=O)N3CCOCC3)cc2[N+](=O)[O-])CC1
→ 106 | 103 | 103 | 1 | 10 | 106 | -7 | 101
(30) CCc1ccccc1NC1=NCC(=O)N1C1CCCCC1
→ 89 | 98 | 93 | -4 | -1 | 94 | 0 | 96
(31) Cc1ccc(C(=O)NCC(=O)OCCOc2ccccc2Cl)cc1
→ 97 | 95 | 101 | 12 | -6 | 93 | 1 | 100
(32) Cc1noc(C)c1S(=O)(=O)N(CC(=O)N1CCCC1)c1ccc(C(C)C)cc1
→ 100 | 99 | 105 | 0 | -8 | 104 | 0 | 99
(33) CCCCNC(=O)C1CC(c2ccc(C(F)(F)F)cc2)=NO1 (stereo not drawn)
→ 89 | 91 | 94 | 1 | 3 | 93 | 3 | 91
(34) CCNc1nnc(-c2ccccc2OC)s1
→ 95 | 104 | 96 | -2 | -4 | 90 | 5 | 90
(35) O=C(NC(=S)Nc1cccc2cc(O)ccc12)c1ccccc1Br
→ 92 | 108 | 112 | -1 | -2 | 91 | 34 | 97
(36) NC(=O)c1ccc(NC(=O)C2CC(=O)N(c3ccc4c(c3)OCCO4)C2)cc1 (stereo not drawn)
→ 95 | 93 | 98 | 2 | 0 | 95 | -1 | 97
(37) O=C(NCCCN1CCCC1)c1ccc(CS(=O)(=O)c2ccc(Cl)cc2)o1
→ 105 | 100 | 108 | 11 | 12 | 103 | -1 | 102
(38) COc1ccccc1NS(=O)(=O)CC12CCC(CC1=O)C2(C)C (stereo not drawn)
→ 106 | 88 | 97 | 2 | 15 | 106 | 7 | 97
(39) COc1ccc(CCNC(=O)c2ccc(Br)cc2)cc1
→ 90 | 102 | 112 | . | . | 89 | . | 101
(40) COc1ccc(OC)c2nc3c(cc12)CCC3
→ 98 | 81 | 102 | 1 | -6 | 90 | 7 | 99
(41) CCC(C)NCCCOc1ccc(C)cc1OC (stereo not drawn)
→ 103 | 98 | 104 | 2 | -6 | 110 | 4 | 109
(42) COc1ccc(-n2c(C)nnc2SCC(=O)N2CCOCC2)cc1
→ 100 | 83 | 102 | 4 | -4 | 92 | -1 | 97
(43) CCCc1ccccc1OCCNC(=O)c1cc(=O)n(C)c(=O)n1C
→ 98 | 105 | 103 | -4 | 1 | 95 | 2 | 104
(44) CCCOc1ccc(N2C(=O)CC(N3CCN(S(=O)(=O)c4ccccc4)CC3)C2=O)cc1 (stereo not drawn)
→ 88 | 78 | 94 | -4 | -1 | 103 | 0 | 98
(45) CN(Cc1ccccc1F)C(=O)CCNC(=O)c1ccc(C(C)(C)C)cc1
→ 103 | 109 | 101 | 1 | 9 | 105 | 6 | 98
(46) Cc1ccc(OCC(=O)NCC(=O)Nc2ccc(F)c(F)c2F)c([N+](=O)[O-])n1
→ 116 | 100 | 99 | -3 | 13 | 100 | 9 | 102
(47) COc1ccc(NC(=O)c2cc(-c3ccc(C)o3)nc3ccccc23)c(OC)c1
→ 101 | 111 | 92 | -13 | 8 | 104 | 19 | 98
(48) c1ccc(Cn2ccc(-c3cnc(-c4ccccc4)s3)n2)cc1
→ 91 | 102 | 106 | -3 | 5 | 99 | -11 | .
(49) CC1CN(c2nc3ccccn3c(=O)c2/C=C(\C#N)S(=O)(=O)c2ccccc2)CC(C)O1 (stereo not drawn)
→ 101 | 93 | 96 | 2 | -13 | 101 | -2 | 100
(50) COC(=O)[C@H](CC(C)C)N(Cc1ccccc1)S(=O)(=O)N(Cc1ccc(OC)cc1)[C@@H](CC(C)C)C(=O)OC
→ 93 | 103 | 101 | 4 | 2 | 102 | -1 | 105
(51) CN1CCN(Cc2cccc(Oc3ccccc3)c2)CC1
→ 78 | 94 | 107 | 0 | 8 | 76 | 3 | 104
(52) C=CCNc1nc(Cl)nc(Nc2cc(Cl)ccc2OC)n1
→ 105 | 94 | 110 | . | . | 100 | . | 106
(53) COc1cc(C(=O)NNC(=O)C2CC=CCC2C(=O)O)cc(OC)c1OC (stereo not drawn)
→ 93 | 91 | 99 | 3 | 12 | 94 | 4 | 94
(54) CC1(C)NC(=O)N(CC(=O)OCC(=O)Nc2cccc(F)c2)C1=O
→ 100 | 97 | 107 | 8 | 8 | 100 | 0 | 98
(55) O=C(Nc1ccccc1N1CCOCC1)C1CCN(S(=O)(=O)c2ccc(Cl)cc2)CC1
→ 88[may fluoresce red] | ? | ? | 1 | 3 | ? | 1 | ?
(56) COc1cccc(C(=O)CC(=O)C(=O)Nc2cc(OC)ccc2OC)c1
→ 101 | 97 | 103 | -11 | -6 | 102 | 8 | 105
(57) COc1cc(C2/C(=C(\O)c3ccc4c(c3)CC(C)O4)C(=O)C(=O)N2Cc2ccco2)ccc1O (stereo not drawn)
→ 94 | 91 | 99 | -12 | -3 | 96 | 1 | 103
(58) COc1ccc(NC(=O)Nn2cnnc2)cc1OC
→ 104 | 98 | 109 | -6 | -12 | 96 | 3 | 101
(59) COc1ccc(NC(=O)CSc2nnc3ccc(-c4cccnc4)nn23)c(OC)c1
→ 79 | 90 | 92 | 3 | 4 | 99 | 5 | 89
(60) Cc1cc2cc(CNC(=O)Cc3cccs3)ccc2n1C
→ 81 | 90 | 92 | 1 | -2 | 89 | 8 | 93

Additional records:
Every second line gives: CIT2-GFP yeast | LAP4 TOR yeast | MEP2 TOR yeast | procasp3 activ | proCasp7 act | AGP1-GFP MLPCN | AHR act | RPL19A TOR yeast
(61) COc1cccc(Nc2nc3cc(OC)ccc3cc2C#N)c1
→ 101 | 92 | 94 | 13 | 10 | 96 | -3 | 96
(62) O=C(NC1CCN(S(=O)(=O)c2cccc(Cl)c2)CC1)C1CCCCC1
→ 97 | 95 | 100 | 1 | 2 | 94 | -2 | 101
(63) CC(=O)N(c1ccc2oc(=O)sc2c1)S(=O)(=O)c1ccc(C(=O)O)cc1
→ 93 | 92 | 96 | -27 | -23 | 96 | -5 | 93
(64) CC1Oc2ccccc2N(CC(=O)N2CCCC2)C1=O (stereo not drawn)
→ 105 | 89 | 100 | 1 | 8 | 101 | 1 | 102
(65) N#C/C(=C\c1ccccc1)C(=O)NNS(=O)(=O)c1ccc(Br)cc1
→ 97 | 96 | 105 | -13 | -10 | 101 | 0 | 102

Screen by screen, as entered above:
Compounds 7 to 13 in CIT2-GFP yeast: 93, 95, 100, 110, 100, 104, 105
